From PubChem
Apoferritin bind: binds horse apoferritin like a general anesthetic; P02791; Potency, µM (doses to about 77.5 µM), without a hit: at the top dose activity change, negative = displacement, actives largely listed as inhibitors; 350,000 compounds, 0.074% hits; apoferritin/1-aminoanthracene competitive binding, fluorescence; also: % is scaled to controls: 0 for no effect and ±100 for the full control effect; nearly all actives have a fitted effect of over 20% in size
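Horse-spleen apoferritin (10 uM) was mixed with 50% saturated 1-aminoanthracene in PBS, exposed to compounds for 10 min at room temperature, and read for fluorescence (ex 380 nm, em 535 nm). Competitive displacement was fitted with a four-parameter Hill equation.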
BAZ2B inh: inhibitors of human BAZ2B bromodomain | 360,000 compounds, 4.4% hits | AID 504333 | AlphaScreen BAZ2B-H3K14Ac peptide displacement | Q9UIF8 | Potency, µM (top dose mostly 114 µM), for the others: at the highest dose activity change, negative = inhibition, actives largely listed as inhibitors; also: % is scaled to controls: 0 for no effect and ±100 for the full control effect; nearly all actives have a fitted effect of over 60% in size
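Inhibition is scored as reduced AlphaScreen emission. The BAZ2B/b-H3(5-23)K14Ac complex (50 nM each) in PBS pH 7.4, 0.01% Tween-20 meets compound (up to 110 uM) for 30 min at RT before bead addition.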
Pol kappa inh: blocks human DNA polymerase kappa activity; Q9UBT6; purified Pol kappa, fluorescent DNA synthesis assay, 10 min; Potency, µM (titrated, usually from 107 µM), inactives show top-dose activity, negative = inhibition, usual class: inhibitors; 400,000 compounds, 0.53% hits; also: % is scaled to controls: 0 for no effect and ±100 for the full control effect
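Here, compound and 10 nM enzyme are combined for 15 min at room temperature; adding 50 nM substrate (final) starts DNA synthesis, tracked by fluorescence at 0 and 10 min against buffer-only wells.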
G9a block: inhibitors of human histone lysine methyltransferase G9a; Q96KQ7; G9a H3K9 monomethylation, AlphaScreen, 2 h; Potency, µM (titrated, usually from 102 µM), inactives show top-dose activity, negative = inhibition, most hits filed as inhibitors; 350,000 compounds, 8.8% hits; AID 504332; also: % is scaled to controls: 0 for no effect and ±100 for the full control effect; nearly all actives have a fitted effect of over 75% in size
Target sequence (Q96KQ7 913-1193 limits assumed): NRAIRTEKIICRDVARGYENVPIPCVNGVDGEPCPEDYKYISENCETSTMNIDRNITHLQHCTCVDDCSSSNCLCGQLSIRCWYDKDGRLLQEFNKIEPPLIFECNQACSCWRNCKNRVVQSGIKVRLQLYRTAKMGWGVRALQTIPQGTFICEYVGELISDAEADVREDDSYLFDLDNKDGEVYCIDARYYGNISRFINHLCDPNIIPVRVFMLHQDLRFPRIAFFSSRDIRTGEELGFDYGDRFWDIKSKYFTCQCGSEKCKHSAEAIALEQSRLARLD
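Chemiluminescent proximity detection of H3K9 monomethylation, read after 10 min bead incubation in the dark. Reaction: 20 nM G9a, 500 nM biotin-H3K9 peptide, 20 uM SAM cofactor, 2 h, room temperature, following 15 min enzyme-compound preincubation.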
APE1 inh: APE1 (human) endonuclease inhibition; P27695; recombinant APE1, TAMRA/BHQ-2 abasic DNA cleavage fluorescence; Potency, µM (titrated, usually from 65.8 µM), inactives show at the highest dose activity change, negative = inhibition, actives largely listed as inhibitors; 350,000 compounds, 0.35% hits; AID 2517;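 also: plate controls were vehicle for no effect and reference inhibitor for full effect; nearly all actives have a fitted effect of over 55% in size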
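APE1 at 0.75 nM preincubated 15 min at room temperature with compound. Reaction then started with 50 nM double-stranded THF-abasic substrate labelled with TAMRA/BHQ-2, and 525/598 nm fluorescence read kinetically. Activity taken as third-minus-first read difference, normalized to DMSO and NSC13755 controls.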
BLM inh: Bloom syndrome helicase (human) inhibition. Potency, µM (top dose mostly 56.1 µM), without a hit: at the highest dose activity change, negative = inhibition, most hits filed as inhibitors. AID 2528. P54132. recombinant BLM DNA unwinding, fluorescence dequenching. 350,000 compounds, 0.2% hits;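 also: plate controls were vehicle for no effect and no enzyme for full effect; nearly all actives have a fitted effect of over 35% in size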
Pol iota inh: blocks human DNA polymerase iota activity; Pol iota fluorescent replication assay, 10 min; Potency, µM (top dose mostly 115 µM), inactives show at the top dose activity, negative = inhibition, usual class: inhibitors; 390,000 compounds, 1% hits; AID 588590
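Fluorescent replication assay read twice, at 0 min and 10 min after adding 50 nM (final) substrate. Enzyme (10 nM) and compounds were first incubated 15 min at room temperature; enzyme-free buffer wells were negative controls.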
Pol beta inh: inhibitors of human DNA polymerase beta. P06746. Pol beta primer extension/strand displacement, fluorescence kinetic. 340,000 compounds, 1.3% hits. Potency, µM (highest dose often 114 µM), inactives show top-dose activity change, negative = inhibition, actives largely listed as inhibitors; also: % is scaled to controls: 0 for no effect and ±100 for the full control effect
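Human Pol beta at 10 nM; strand-displacement substrate 50 nM final. Compound exposure 15 min at room temperature before start, reaction 10 min at room temperature.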
Pol eta inh: inhibitors of human DNA polymerase eta | Q9Y253 | recombinant Pol eta, fluorescent DNA replication assay | Potency, µM (highest dose often 114 µM), for the others: at the highest dose activity change, negative = inhibition, usual class: inhibitors | 390,000 compounds, 1.2% hits | AID 588591; also: % is scaled to controls: 0 for no effect and ±100 for the full control effect
Target sequence (Q9Y253 whole entry, looked up): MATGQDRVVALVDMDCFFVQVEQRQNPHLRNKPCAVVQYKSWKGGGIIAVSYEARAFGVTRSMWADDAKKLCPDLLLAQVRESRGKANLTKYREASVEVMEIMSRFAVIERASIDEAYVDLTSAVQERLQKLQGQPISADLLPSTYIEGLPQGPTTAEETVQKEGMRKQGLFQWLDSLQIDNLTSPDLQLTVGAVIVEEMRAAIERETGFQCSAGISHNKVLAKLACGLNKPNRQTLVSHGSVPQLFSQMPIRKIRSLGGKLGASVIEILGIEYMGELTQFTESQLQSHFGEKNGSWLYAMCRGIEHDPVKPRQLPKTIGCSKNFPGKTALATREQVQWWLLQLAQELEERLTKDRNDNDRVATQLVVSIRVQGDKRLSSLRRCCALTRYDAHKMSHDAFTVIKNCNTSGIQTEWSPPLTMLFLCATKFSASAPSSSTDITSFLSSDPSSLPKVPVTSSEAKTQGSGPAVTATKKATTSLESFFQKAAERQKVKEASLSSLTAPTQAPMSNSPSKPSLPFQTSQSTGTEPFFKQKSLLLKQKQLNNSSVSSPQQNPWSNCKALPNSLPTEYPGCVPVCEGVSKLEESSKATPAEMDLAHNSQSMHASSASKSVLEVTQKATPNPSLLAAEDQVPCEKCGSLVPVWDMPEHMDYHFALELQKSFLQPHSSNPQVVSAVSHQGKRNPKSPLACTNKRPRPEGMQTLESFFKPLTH
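Fluorescent replication assay: 50 nM final substrate added after a 15 min room-temperature compound preincubation with 10 nM enzyme. Signal taken at 0 min and again at 10 min.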
* hit, by the source's call; ? = inconclusive; nt = not tested or not shown; [ ] = dose if it differs, or a comment. Calls follow the shape of the dose curve; as a rule, active = well fitted curve in the direction sought with a large enough effect; inconclusive = small, poorly fitted or top-dose-only effect, or another doubt; inactive = no such curve, though single readings can be large; an effect the other way counts as inactive or inconclusive. Potency is read from the fitted curve at half-maximal effect. Only part of the results is shown, so the mix of outcomes need not match the whole.

Each structure is followed by: Apoferritin bind	Pol kappa inh	Pol beta inh	Pol iota inh	BLM inh	Pol eta inh	APE1 inh	BAZ2B inh	G9a block
1) Cc1ccccc1C(=O)Nc1ccccc1C(=O)OCc1cc(=O)n2ccsc2n1
→ 26%	0%[60.1 µM]	7%	3%	-1%	-12%	nt	1%	20%[59 µM]
2) O=C(CN1CCCCC1)N1CCCc2ccccc21
→ -1%	-4%	0%	9%	2%	1%	2%	50µM*	?
3) CCOC(=O)c1csc(Nc2nc3ccc(F)cc3s2)n1
→ -5%	-22%	20%	4%	-1%	6%	-1%	-6%	-7%[2.33 µM]
4) CN1C(=O)OC2(C)CCc3ccccc3C12C (stereo not drawn)
→ -8%	-2%	6%	4%	-2%	-12%	-2%	1%	16%
5) O=C(CCN1C(=O)/C(=C\c2ccccc2)SC1=S)NNC(=O)c1ccncc1
→ -8%	4%	-2%	-16%	-5%	-7%	-2%	4%	15%
6) Cn1c(=O)c(Sc2ccccc2)c(O)c2ccccc21
→ 4%	-17%	4%	-17%	-1%	-1%	-6%	6%	nt
7) CC(=O)N1N=C(c2ccccc2)CC1c1ccccc1[N+](=O)[O-] (stereo not drawn)
→ 5%	-4%	3%	49%[activator]	-3%	0%	0%	-2%	17%
8) O=C(NC1=NCCS1)c1ccc(N2CCCC2=O)cc1
→ -8%	-11%	-4%	-5%	0%	-8%	1%	-1%	-7%
9) O=C(CC1CCCC1)NNC(=O)c1ccc(Br)cc1
→ nt	-4%	nt	-13%	nt	2%	2%	7%	21%[12.7 µM]
10) O=C1NCN(c2ccccc2)C12CCN(c1nnnn1-c1ccccc1)CC2
→ ?	-1%	-3%	16%	-2%	-5%	2%	-2%	23%
11) CC(C)(C)[C@@H]1COC(=O)[C@H](Cc2ccc(F)cc2)CC/C=C\C[C@@H](CC(=O)N(CCO)Cc2ccccc2)C(=O)N1
→ nt	2%	nt	17%	nt	-15%	-10%	nt	nt
12) Cc1ccccc1OCC(=O)N(Cc1nc(-c2ccccc2)no1)C(C)C
→ 0%	-10%	0%	?	-9%	4%	-1%	16%	-1%[12.7 µM]
13) COCCNC(=O)c1ccc(CS(=O)(=O)c2ccc(OC)cc2)o1
→ 3%	9%	37%	-17%	4%	-10%	-4%	0%	-22%[59 µM]
14) CCOc1ccc(NC(=O)[C@H](Cc2ccccc2)NC(=O)C2CCNCC2)cc1
→ -5%	-2%	80%	-8%	0%	-5%	-5%	-25%	nt
15) Cc1nc2cccnc2n1-c1cccc(C(=O)NCc2ccc(OC(C)C)cc2)c1
→ -11%	-11%	75%	16%	-1%	-11%	nt	-12%	-30%[59 µM]
16) CCOC(=O)Cn1c(-c2cccnc2Cl)nc2cc(Cl)c(Cl)cc21
→ -8%	-4%	3%	10%	-3%	-8%	-2%	6%	6%
17) O=C(CC1N=C2c3ccccc3N=C(SCc3cccc(F)c3)N2C1=O)NCc1ccc2c(c1)OCO2 (stereo not drawn)
→ ?	-15%[60.1 µM]	-22%	-9%	2%	-7%	nt	?	1%[59 µM]
18) Cc1cccc(C)c1NC(=S)Nc1ccc(F)cc1
→ -6%	2%	3%	76%[activator]	-2%	-7%	-2%	-22%	0%
19) CC1(C)Oc2ccc(NC(=O)C3COc4ccccc4O3)cc2O1 (stereo not drawn)
→ ?	-8%	-1%	-1%	0%	0%	-5%	3%	-5%
20) NC(=O)c1nnn(-c2ccccc2)c1N
→ -4%	-7%	-26%	-18%	-1%	-4%	1%	-13%	7%
21) Cc1ccccc1OCC(=O)Nc1ccccc1C(=O)NC1CC1
→ nt	-3%	nt	14%	nt	-10%	21%	-10%	?
22) COc1ccc(CCNC(=O)CSc2nnc(CNc3ccc(Cl)cc3)o2)cc1OC
→ 8%	-4%	?	4%	5%	-9%	12%	12%	?
23) CCc1ccc(NC(=O)C(C)n2nc(C)c([N+](=O)[O-])c2C)cc1 (stereo not drawn)
→ -17%	-4%	32%	161%[activator]	-3%	-14%	-4%	2%	5%
24) COc1ccc(-c2nnc3c4ccccc4c(C)nn23)cc1
→ -17%	13%	5%	3%	8%	3%	?	8%	14%
25) Cc1cnc(C(=O)Nc2nnc(C3CC3)s2)cn1
→ -10%	-10%	29%	33%[activator]	-2%	4%	0%	?	5.6µM*
26) O=C(N/N=C/c1ccco1)c1ccncc1
→ -2%	-4%	39%	37%[activator]	-1%	-4%	-2%	?	nt
27) Cn1nc(-c2ccccc2)c(-c2nc(-c3cccc(C(F)(F)F)c3)no2)c1Cl
→ 1%	-8%	8%	18%	-2%	5%	6%	0%	19%[59 µM]
28) COc1ccc(OCC(O)CNC(=O)Nc2ccc(C(C)(C)C)cc2)cc1 (stereo not drawn)
→ ?	-1%	46%	-24%	0%	-14%	7%	-11%	nt
29) COc1cccc(NC(=S)NCc2ccccc2)c1
→ -7%	0%	?	2%	2%	1%	7%	-7%	nt
30) Cc1ccc(-c2nnn(CC(=O)Nc3nnc(C(C)C)s3)n2)cc1
→ -5%	-8%	29%	72%[activator]	-4%	-6%	-4%	0%	-3%
31) CCOC(=O)C1(CCOc2ccccc2)CCN(Cc2cccc(F)c2)CC1
→ 0%	-3%	7%	9%	-5%	-5%	49%	15%	104%[activator]
32) N#Cc1c(Nc2cccc(F)c2)sc2c(O)cc(=O)[nH]c12
→ -11%	-6%	?	?	-22%	-26%	-2%	?	?
33) CN(C(=O)CSc1nnc(C(F)(F)F)n1N)C1CCS(=O)(=O)C1 (stereo not drawn)
→ 15%	-4%	-10%	14%	-2%	-12%	4%	-4%	46%[activator][12.7 µM]
34) CC(OC(=O)C(C)Oc1ccccc1)C(=O)Nc1ccc(S(=O)(=O)N2CCCCC2)cc1 (stereo not drawn)
→ nt	-8%	nt	-17%	nt	-16%	-15%	5%	?
35) O=C(C1CCCO1)N1CCN(C(c2ccccc2)c2ccccc2)CC1 (stereo not drawn)
→ -4%	-2%	-3%	-22%	1%	-5%	13%	3%	8.9µM*
36) O=C(CCl)Nc1ccccc1Sc1ccccc1
→ ?	-17%	23%	-26%[58.9 µM]	8.9µM*	-4%	0%	21%	23%
37) CCC(CC)NC(=O)COC(=O)CCC(=O)c1ccc(Cl)cc1
→ -16%	-2%	7%	151%[activator]	3%	-18%	0%	nt	0%
38) O=C(CNC(=O)/C(=C\c1ccc(F)cc1)NC(=O)c1ccccc1)OCc1ccccc1
→ ?	-11%	31%	-12%	-2%	-15%	-2%	?	16%[0.501 µM]
39) COc1ccc(NS(=O)(=O)c2cccc(C(=O)NN=C(C)c3ccco3)c2)cc1
→ nt	-18%	nt	?	nt	-13%	14%	nt	nt
40) CCOC(=O)N1CCN(C(=O)CN(c2ccc(Oc3ccccc3)cc2)S(C)(=O)=O)CC1
→ -16%	-2%	20%	-15%	-1%	-17%	0%	1%	4%
41) O=C(CSc1nc2c(cnn2-c2ccccc2)c(=O)[nH]1)N1CCCCC1
→ -9%	-3%	24%	30%[activator]	-2%	-19%	2%	-3%	-1%
42) CCOC(=O)C1Cn2c(nc3c(c2=O)C(C)(CC)Cc2ccccc2-3)S1 (stereo not drawn)
→ ?	-16%	-20%	2%	0%	-3%	-1%	6%	?
43) Cc1cccc(C(=O)OCC(=O)N2CCc3ccccc3C2)c1O
→ nt	-12%	nt	-16%	nt	-9%	-5%	nt	nt
44) O=C(OCC(=O)c1cccs1)c1ccccc1
→ ?	-5%	4%	9%	10%	-11%	-3%	-34%	?
45) Cc1ccc(NC(=O)CSc2nc(C)cc(C)c2C(=O)Nc2cccc(C)c2)cc1
→ -12%	-3%	-3%	4%	-1%	9%	nt	-6%	-3%[59 µM]
46) Cc1nc(=O)c(-c2ccccc2)c(C)n1CCO
→ -6%	-19%	0%	1%	-3%	7%	9%	11%	-3%[59 µM]
47) COc1ccc(NC(=O)CCC(=O)OCc2ccc(C(=O)Oc3ccc(Cl)cc3)cc2)cc1
→ -21%	-2%	31%	14%	-3%	-8%	-2%	4%	-7%[2.33 µM]

A draw from above in order of heavy-atom count, highest first.
Each structure is followed by: Apoferritin bind	Pol kappa inh	Pol beta inh	Pol iota inh	BLM inh	Pol eta inh	APE1 inh	BAZ2B inh	G9a block
35) O=C(C1CCCO1)N1CCN(C(c2ccccc2)c2ccccc2)CC1 (stereo not drawn)
→ -4%	-2%	-3%	-22%	1%	-5%	13%	3%	8.9µM*
21) Cc1ccccc1OCC(=O)Nc1ccccc1C(=O)NC1CC1
→ nt	-3%	nt	14%	nt	-10%	21%	-10%	?
9) O=C(CC1CCCC1)NNC(=O)c1ccc(Br)cc1
→ nt	-4%	nt	-13%	nt	2%	2%	7%	21%[12.7 µM]

Five compounds picked at random from those above, as already listed:
Each structure is followed by: Apoferritin bind	Pol kappa inh	Pol beta inh	Pol iota inh	BLM inh	Pol eta inh	APE1 inh	BAZ2B inh	G9a block
46) Cc1nc(=O)c(-c2ccccc2)c(C)n1CCO
→ -6%	-19%	0%	1%	-3%	7%	9%	11%	-3%[59 µM]
47) COc1ccc(NC(=O)CCC(=O)OCc2ccc(C(=O)Oc3ccc(Cl)cc3)cc2)cc1
→ -21%	-2%	31%	14%	-3%	-8%	-2%	4%	-7%[2.33 µM]
41) O=C(CSc1nc2c(cnn2-c2ccccc2)c(=O)[nH]1)N1CCCCC1
→ -9%	-3%	24%	30%[activator]	-2%	-19%	2%	-3%	-1%
42) CCOC(=O)C1Cn2c(nc3c(c2=O)C(C)(CC)Cc2ccccc2-3)S1 (stereo not drawn)
→ ?	-16%	-20%	2%	0%	-3%	-1%	6%	?
45) Cc1ccc(NC(=O)CSc2nc(C)cc(C)c2C(=O)Nc2cccc(C)c2)cc1
→ -12%	-3%	-3%	4%	-1%	9%	nt	-6%	-3%[59 µM]
